# LmPK inhibitor: qHTS Assay for Inhibitors of Leishmania Mexicana Pyruvate Kinase (LmPK); Q27686; purified LmPK, Kinase-Glo ATP luminescence, 1 h; Potency, µM (doses to about 57.5 µM), for the others: at the top dose activity change, negative = inhibition, usual class: inhibitors; actives 0.37% (n = 290,000); AID 1721, 2009; also: potency is read from the fitted curve at half-maximal effect
# Target sequence (Q27686 whole entry, looked up): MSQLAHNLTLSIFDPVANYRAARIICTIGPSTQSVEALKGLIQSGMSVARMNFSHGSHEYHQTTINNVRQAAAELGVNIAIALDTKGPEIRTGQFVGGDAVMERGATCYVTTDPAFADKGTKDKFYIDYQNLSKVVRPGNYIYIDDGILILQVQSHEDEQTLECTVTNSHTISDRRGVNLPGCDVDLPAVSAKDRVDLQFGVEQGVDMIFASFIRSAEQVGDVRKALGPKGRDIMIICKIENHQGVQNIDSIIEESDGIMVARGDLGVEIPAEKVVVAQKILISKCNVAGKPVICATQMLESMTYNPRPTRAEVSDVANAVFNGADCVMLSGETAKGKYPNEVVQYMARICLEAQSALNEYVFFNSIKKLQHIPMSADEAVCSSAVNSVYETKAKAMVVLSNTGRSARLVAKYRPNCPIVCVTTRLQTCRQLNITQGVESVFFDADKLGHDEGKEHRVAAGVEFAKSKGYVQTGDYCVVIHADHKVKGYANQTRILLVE
#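 Purified LmPK (0.1 nM) with 0.5 mM PEP and 0.1 mM ADP in imidazole buffer pH 7.2 with MgCl2/KCl, 1 h at room temperature. ATP formed was read by luciferase luminescence and normalized to no-enzyme and uninhibited controls.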
# HCMV antiviral: qHTS Assay for inhibitors of the human cytomegalovirus (HCMV); HFF cells, HCMV-luciferase reporter, 72 h; active compounds read low; activity change, negative = inhibition, % at 57.5 µM; actives 4.5% (n = 410,000); in the data active = activity change below about -60%; inconclusive = no clear call, values can overlap the other calls; inactive = above about -39%
#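 Steps: HFFs plated, 16 h 37C; compounds added; HCMV-luciferase added to MOI 1 PFU/cell; 72 h 37C; OneGlo reagent, 5 min room temperature; luminescence read, normalized to controls.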
# AmpC detergent: qHTS Inhibitors of AmpC Beta-Lactamase (assay with detergent) | P00811 | AmpC hydrolysis of nitrocefin, absorbance 480 nm, 0.01% Triton | Potency, µM (top dose mostly 114 µM), for the others: top-dose activity change, negative = inhibition, hits mostly inhibitors | actives 0.041% (n = 370,000);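 also: potency is read from the fitted curve at half-maximal effect; 0% = no-compound wells and -100% = no-enzyme wells; nearly all actives have a fitted effect of over 25% in size; some results filed as inactive show a strong effect at the top dose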
# Target sequence (P00811 whole entry, looked up): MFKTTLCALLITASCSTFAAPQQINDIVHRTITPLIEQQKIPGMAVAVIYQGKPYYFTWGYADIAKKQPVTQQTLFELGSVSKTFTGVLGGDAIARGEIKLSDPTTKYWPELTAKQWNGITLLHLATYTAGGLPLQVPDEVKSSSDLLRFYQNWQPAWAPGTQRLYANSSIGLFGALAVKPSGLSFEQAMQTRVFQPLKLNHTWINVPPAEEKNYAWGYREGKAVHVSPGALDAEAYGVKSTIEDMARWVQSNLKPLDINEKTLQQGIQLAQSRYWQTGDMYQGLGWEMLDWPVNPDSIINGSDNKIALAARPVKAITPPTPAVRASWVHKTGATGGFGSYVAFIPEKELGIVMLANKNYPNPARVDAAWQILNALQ
#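 20 mM phosphate pH 7.0 + 0.01% (detergent screen) or 0.0001% Triton X-100; 5.3 nM AmpC reagent; cpd preinc 15 min RT; nitrocefin (800 uM stock) to start; A480 q20 s × 4 min; Activity was normalised to no-enzyme and no-compound control wells.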
# AmpC inh no detg: qHTS Inhibitors of AmpC Beta-Lactamase (assay without detergent) | Potency, µM (titrated, usually from 57.1 µM), for the others: top-dose activity change, negative = inhibition, most hits filed as inhibitors | AmpC nitrocefin hydrolysis, absorbance 480 nm, 0.0001% Triton | actives 0.52% (n = 330,000) | AID 485341, 2010;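 also: potency is read from the fitted curve at half-maximal effect; plate controls were no compound for no effect and no enzyme for full effect; nearly all actives have a fitted effect of over 20% in size; some results filed as inactive show a strong effect at the top dose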
#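 AmpC (5.3 nM in the dispensed reagent) in 20 mM phosphate pH 7.0 with 0.01% (detergent screen) or 0.0001% Triton X-100 was preincubated with compounds for 15 min at room temperature. Nitrocefin was then added from an 800 uM solution, and hydrolysis was followed at 480 nm.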
# AMA1-RON2 inh: qHTS for Inhibitors of AMA1-RON; Towards Development of Antimalarial Drug Lead: Primary Screen. AlphaScreen AMA1-biotinylated RON2 peptide binding. Potency, µM (highest dose often 58.2 µM), for the others: top-dose activity change, negative = inhibition, usual class: inhibitors. actives 0.2% (n = 360,000);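 also: potency is read from the fitted curve at half-maximal effect; 0% = vehicle wells and -100% = peptide control; nearly all actives have a fitted effect of over 45% in size; some results filed as inactive show a strong effect at the top dose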
#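 AMA1 (3D7) with his tag at 25 nM final met compounds first, then biotinylated RON2 peptide at 25 nM; detection used donor plus acceptor beads, 10 µg/mL apiece, read by AlphaScreen after 30 min at room temperature.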
# TbPYK inhibitor: qHTS of Trypanosoma Brucei Inhibitors | pyruvate kinase (Trypanosoma brucei), Q57TT1 | Potency, µM (doses to about 76.8 µM), for the others: at the highest dose activity, negative = inhibition, hits mostly inhibitors | TbPYK enzyme, Kinase-Glo Plus ATP luminescence, 45 min | actives 0.12% (n = 410,000); also: potency is read from the fitted curve at half-maximal effect; nearly all actives have a fitted effect of over 50% in size
#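 Activity of T. brucei pyruvate kinase was followed by Kinase-Glo Plus luminescence after the enzyme reacted 45 min at room temperature with 130 uM ADP (final) and substrate. Test compounds were added before ADP at multiple concentrations.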
# HCV inhibitor: qHTS Assay for Inhibitors of Hepatitis C Virus (HCV); Huh7.5.1 HCVcc-Cre infection, luciferase reporter, 44 h; Potency, µM (series often up to 41.8 µM), inactives show at the highest dose activity change, negative = inhibition, usual class: inhibitors; actives 3.4% (n = 340,000); AID 651820, 2012; also: potency is read from the fitted curve at half-maximal effect
#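 Cells (1,000/well) were plated 4 h before compound, then infected with HCVcc-Cre virus (~0.5 moi). After 44 h further culture, infection was read as luciferase luminescence following a 15 min substrate incubation at room temperature.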
# Starred values were filed as active, the others as inactive; ? = inconclusive; nt = no result given; & = joins results of further samples; [ ] = another dose, or the depositor's remark. Unless noted, calls follow the shape of the dose curve; as a rule, active = well fitted curve in the direction sought with a large enough effect; inconclusive = small, poorly fitted or top-dose-only effect, or another doubt; inactive = no such curve, though single readings can be large; an effect the other way counts as inactive or inconclusive. Unless noted, % is scaled to controls: 0 for no effect and ±100 for the full control effect.
# Values run as follows: LmPK inhibitor | HCMV antiviral | AmpC detergent | AmpC inh no detg | AMA1-RON2 inh | TbPYK inhibitor | HCV inhibitor
COc1cc(CC(=O)Nc2ccc(S(=O)(=O)N(C)C)cc2)cc(OC)c1OC
    -4% | 2 | 2% | -9% | 36%[activator] | -2% | -13%
CSc1nnc(C)c(/C=C/Nc2ccc(C)cc2)n1
    2% | -5 | ? | 4% | -18% | -29% | -27%
COC(=O)N/N=C(C)\C=C\c1ccco1
    -15% | 0 | -8% | -12% | 20% | 3% | -4%
CCOC(=O)N1CCN(C(=S)NC(=O)C2CCCC2)CC1
    1% | 0 | -11% | -7% | 1% | -4% | 7%
CCC(C(=O)Nc1cc(Cl)ccc1OC)c1ccccc1 (stereo not drawn)
    4% | ? | -7% | -17% | 36%[activator] | -6% | ?
Cc1ccc(N2C(S)=C(C#N)C(=O)NC2c2cccs2)cc1 (stereo not drawn)
    2% | ? | -9% | -2% | 6% | -17% | 3%
O=c1c2ccccc2nnn1COc1cccc2ccccc12
    -1% | 71 | 3% | -22% | 2% | 0% | -15%
CCC/C(O)=C1\C(=O)CCCC1=NCCc1ccc(OCC)c(OCC)c1
    4% | -5 | 6% | 73%[activator] | 5% | 3% | ?
CC(=O)NCCn1c(SCc2cc(=O)n3cc(Cl)ccc3n2)nc2ccccc2c1=O
    -1% | -1 | -14% | -5% | 0% | -2% | -28%
C=CCn1c(C(CCCC)CC(O)COCCC)n[nH]c1=S (stereo not drawn)
    4% | -17 | 6% | 37% | -2% | ? | -3%
O=C(Cn1ncc2c(=O)oc3ccccc3c21)N1CCN(C(=O)c2ccco2)CC1
    -3% | 8 | -2% | -10% | -7% | -2% | 14%
CCc1ccc(-n2c(SCC(=O)NC3CCS(=O)(=O)C3)nc3ccccc3c2=O)cc1 (stereo not drawn)
    nt | -10 | 0% | 33% | 4% | 6% | -6%
Cc1csc2nc(COc3cccc(NC(=O)c4ccccc4F)c3)cc(=O)n12
    nt | -13 | 9% | nt | nt | -7% | nt
CCCC(C)n1[nH]c(=O)c2c(C)cc(C)nc21 (stereo not drawn)
    -1% | -7 | ? | -22% | 4% | 2% | 5%
CC(OC(=O)CC1Sc2ccccc2NC1=O)C(=O)NC1CCCC1 (stereo not drawn)
    -2% | -23 | -15% | -5% | 12% | -1% | 12%
CCc1ccc(N(CC(=O)N2CCN(Cc3ccccc3)CC2)S(C)(=O)=O)cc1
    7% | -23 | -3% | 128%[activator] | -2% | 5% | -5%
O=C(Nc1nc(-c2ccc(Cl)cc2)cs1)C1CCCO1 (stereo not drawn)
    -1% | -8 | -12% | 2% | 2% | 3% | -30%
CCOc1ccc2[nH]c(=O)c(CN(CCO)C(=O)c3ccc(OC)c(OC)c3)cc2c1
    1% | -1 | ? | -6% | 6% | 3% | 7%
CC1([N+](=O)[O-])COC(c2cccc3ccccc23)OC1 (stereo not drawn)
    nt | -2 | nt | nt | -8% | 2% | -2%
COc1cccc(C(NC(C)=O)c2nc(-c3cccc(C#N)c3)cs2)c1 (stereo not drawn)
    nt | -8 | nt | nt | -2% | 2% | nt
O=C1NCCN(C(=O)CCc2nnc(-c3ccsc3)o2)C1c1ccc(F)cc1 (stereo not drawn)
    4% | -20 | 1% | -4% | -2% | -1% | 6%
COc1ccc(N2CCN(C(CNC(=O)C(=O)NCc3ccncc3)c3ccco3)CC2)cc1 (stereo not drawn)
    9% | ? | ? | 20% | -1% | -1% | 7%
COc1ccc(CCNCC(=O)Nc2ccccc2C(F)(F)F)cc1
    -3% | ? | -9% | -3%[11.4 µM] | 17% | -2% | -17%
Cc1ccc(CN2[C@@H]3c4ccccc4C[C@@H]3OCCS2(=O)=O)cc1
    -9% | -1 | -6% | 24% | -10% | -6% | -3%
COc1ccc(-c2c(C(C)=O)c(C)nc3sc4c(=O)[nH]nnc4c23)cc1
    -22% | 50 | ? | -21% | -6%[2.32 µM] | -15% | 18%
CC(C)CC(=O)NC(NC(=O)CC(C)C)c1cccc([N+](=O)[O-])c1
    4% | 10 | -4% | -19% | 4% | 0% | 12%
Cc1ccccc1CSCC(=O)NC(=O)NCc1ccco1
    4% | 35 | 1% | -27% | -28% | -9% | 10%
COC(=O)C1CN(C(=O)COc2ccc(Cl)cc2C)c2ccccc2O1 (stereo not drawn)
    -8% | -61* | -10% | 17% | 0% | 5% | 5%
O=C(CSc1nnc(Cc2cccs2)n1C1CC1)NC1CCS(=O)(=O)C1 (stereo not drawn)
    nt | 5 | 1% | -16% | 0% | -18% | 1%
COc1cc(OC)cc(-c2noc([C@@H]3O[C@H](CO)[C@H](O)[C@H](O)[C@H]3O)n2)c1
    nt | -19 | nt | nt | 0% | -4% | nt
O=C(COc1ccccc1)Nc1nnc(-c2ccc(Cl)s2)o1
    0% | -4 | -10% | -35% | 72%[activator] | -4% | 5%
COc1ccc(/C=C2/CCOC2=O)cc1
    -2% | 8 | -14% | -8% | -1% | -8% | 0%
CCOC(=O)c1c(NC(=O)c2c(N)n(CCCOC)c3nc4ccccc4nc23)sc2c1CCCC2
    -3% | 10 | 0% | -20% | -2% | 1% | ?
Cc1cc(NC(=O)CSc2nccn2-c2ccc(F)cc2)no1
    1% | 26 | -3% | -4% | -5% | -4% | -11%
O=C(CSc1nnc(-c2ccncc2)n1-c1ccccc1)Nc1ccc(F)cc1
    nt | 3 | 7% | nt | nt | -3% | nt
COc1ccc(-n2nnnc2SCC(=O)NCc2ccco2)cc1OC
    5% | 10 | ? | 62% | -9% | -2% | 7%
O=C(Cn1nc(C(=O)O)c2ccccc2c1=O)Nc1ccc(Br)cc1
    -1% | -34 | 6% | -18% | -18% | 2% | 1%
COc1ccc(C(=O)/C=C/Nc2c(C)n(C)n(-c3ccccc3)c2=O)c(OC)c1
    3% | -4 | ? | -7%[11.4 µM] | 46%[activator] | -21% | 12%
Cc1cccn2c(=O)c(C=O)c(N3CCC4(CC3)OCCO4)nc12
    -7% | ? | 2% | -9% | -4% | 3% | 13%
CC(C)c1cccc(C(C)C)c1NC(=O)c1ccccc1
    1% | 1 | -10% | -1% | -6% | -3% | 4%
O=C(NC1CCS(=O)(=O)C1)c1cccnc1 (stereo not drawn)
    -4% | nt | -4% | 4% | nt | nt | nt
O=S(=O)(N1CCOCC1)N1CCN(c2ccc(F)cc2)CC1
    -5% | -19 | ? | -1% | -4% | 6% | 9%
CNCCCOc1cccc(Oc2ccccc2)c1
    -3% | ? | -7% | 30% | -10% | 3% | ?
CC(C)Cn1c(SCC(=O)N(C)C2CCS(=O)(=O)C2)nc2cc(Cl)ccc2c1=O (stereo not drawn)
    nt | -31 | -10% | -15% | -1% | -2% | 23%
O=C(c1cccnc1)N(c1cc2sc(=O)oc2c2ccccc12)S(=O)(=O)c1ccccc1
    -1% | -21 | -9% | -28% | -24% | ? | 22%
Clc1ccccc1-c1nc(Nc2ccccc2)nc2ccc(Br)cc12
    nt | -18 | 1% | nt | nt | 2% | nt
CC(NC(=S)Nc1ccccc1C(F)(F)F)C1CC2CCC1C2 (stereo not drawn)
    0% | -35 | -4% | -32% | 25% | 0% | ?
CC1(C(=O)NS(=O)(=O)C2CC2)CCCN(C(=O)c2cccc(OC(F)(F)F)c2)C1 (stereo not drawn)
    nt | -22 | nt | nt | 10% | -5% | nt
CCOP(=O)(Nc1ccc2c(c1)C(=NNC(N)=S)c1ccccc1-2)OCC
    nt | 30 | nt | nt | -6% | -12% | 11µM*
COC(=O)C1=C(C)NC(=O)NC1c1ccc(-c2ccc(F)cc2)o1 (stereo not drawn)
    8% | 3 | 0% | -19% | -3% | -3% | -15%
CN(C)S(=O)(=O)Nc1cccc(Br)c1
    4%&3% | 0 | -15%&5% | -13%&-7% | 6% | -5% | -2%
O=C(O)Cn1c2c(c3ccccc31)CCCC2
    -4% | 53 | -8% | -31% | -5% | 1% | 25%
O=C(NCCCCNC(=O)c1ccc(Br)s1)c1ccc(Br)s1
    0% | -12 | ? | -3% | -1% | 6% | ?
CC(C)(C)c1nnc(NC(=O)CCS(=O)(=O)c2ccccc2)s1
    -1% | -2 | -8% | -26% | 14% | -1% | 5%

# Record cards, as listed above. Values in the order: LmPK inhibitor | HCMV antiviral | AmpC detergent | AmpC inh no detg | AMA1-RON2 inh | TbPYK inhibitor | HCV inhibitor
# `CNCCCOc1cccc(Oc2ccccc2)c1` as listed: -3% | ? | -7% | 30% | -10% | 3% | ?
# `O=S(=O)(N1CCOCC1)N1CCN(c2ccc(F)cc2)CC1` as listed: -5% | -19 | ? | -1% | -4% | 6% | 9%
# `O=C(NCCCCNC(=O)c1ccc(Br)s1)c1ccc(Br)s1` as listed: 0% | -12 | ? | -3% | -1% | 6% | ?
# `O=C(NC1CCS(=O)(=O)C1)c1cccnc1` (stereo not drawn) as listed: -4% | nt | -4% | 4% | nt | nt | nt
# `O=C(O)Cn1c2c(c3ccccc31)CCCC2` as listed: -4% | 53 | -8% | -31% | -5% | 1% | 25%

# Six compounds from above, arranged by SMILES length, highest first:
# Values run as follows: LmPK inhibitor | HCMV antiviral | AmpC detergent | AmpC inh no detg | AMA1-RON2 inh | TbPYK inhibitor | HCV inhibitor
O=C(c1cccnc1)N(c1cc2sc(=O)oc2c2ccccc12)S(=O)(=O)c1ccccc1
    -1% | -21 | -9% | -28% | -24% | ? | 22%
CCOP(=O)(Nc1ccc2c(c1)C(=NNC(N)=S)c1ccccc1-2)OCC
    nt | 30 | nt | nt | -6% | -12% | 11µM*
CC(C)(C)c1nnc(NC(=O)CCS(=O)(=O)c2ccccc2)s1
    -1% | -2 | -8% | -26% | 14% | -1% | 5%
O=S(=O)(N1CCOCC1)N1CCN(c2ccc(F)cc2)CC1
    -5% | -19 | ? | -1% | -4% | 6% | 9%
O=C(NC1CCS(=O)(=O)C1)c1cccnc1 (stereo not drawn)
    -4% | nt | -4% | 4% | nt | nt | nt
CN(C)S(=O)(=O)Nc1cccc(Br)c1
    4%&3% | 0 | -15%&5% | -13%&-7% | 6% | -5% | -2%
